Compound activity deposited in PubChem by National Center for Advancing Translational Sciences (NCATS).
MCF10A rerep = inducers of DNA re-replication in MCF 10A breast cells. MCF 10A DNA re-replication, Hoechst nuclear intensity, 48 h. Potency, µM (highest dose often 46.1 µM), for inactives: top-dose activity, positive = re-replication, hits mostly activators. 350,000 compounds, 2.9% hits; further: potency means the concentration at half of the fitted maximal effect; % of control where 0% means no effect; nearly all actives have a fitted effect of over 50% in size
KB-3-1 cytotox = KB-3-1 parental cell cytotoxicity; KB-3-1 viability, CellTiter-Glo ATP luminescence, 72 h; Potency, µM (titrated, usually from 46.1 µM), without a hit: at the top dose activity change, negative = cytotoxic, actives largely listed as cytotoxic; 400,000 compounds, 1.4% hits; further: potency means the concentration at half of the fitted maximal effect; on the % scale 0 is the no-effect control and ±100 the full control effect; nearly all actives have a fitted effect of over 60% in size
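Cytotoxicity in the drug-sensitive parental line KB-3-1 was scored as loss of CellTiter-Glo luminescence following 72 h incubation with compound. Values come from curve fitting of normalized concentration-response data.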
ATXN2 expr inh = inhibitors of ATXN2 expression. Potency, µM (series often up to 57 µM), inactives show top-dose activity change, negative = inhibition, actives largely listed as inhibitors. HEK-293 ATXN2-luciferase reporter, luminescence, 24 h. AID 1745845. 360,000 compounds, 0.72% hits; further: potency means the concentration at half of the fitted maximal effect; on the % scale 0 is the no-effect control and ±100 the full control effect; nearly all actives have a fitted effect of over 55% in size
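qHTS (up to 57 uM final) was run with 24 h compound exposure of reporter cells at 37 °C. Each well was multiplexed: SteadyGlo luminescence measured ATXN2-luciferase expression after a fluorogenic Gly-Phe-AFC viability readout (25 uM final).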
ATXN viability = viability counter-screen for ATXN expression inhibitors; S2 cells (HEK-293 line with an ATXN2-luciferase reporter) viability, CellTiter-Fluor protease fluorescence, 24 h; Potency, µM (doses to about 56.7 µM), hits mostly cytotoxic; 400,000 compounds, 0.49% hits; AID 651635; further: potency means the concentration at half of the fitted maximal effect; nearly all actives have a fitted effect of over 40% in size
HepG2 tox = kills HepG2 cells in TGF-b inhibitor counter-screen | HepG2 CAGA-GFP viability, ATP luminescence, 18 h | Potency, µM (top dose mostly 46.1 µM), inactives show at the top dose activity change, negative = cytotoxicity, most hits filed as cytotoxic | 410,000 compounds, 0.76% hits | AID 588856; further: potency means the concentration at half of the fitted maximal effect; some results filed as inactive show a strong effect at the top dose
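CellTiter-Glo luminescence gave cytotoxicity after 18 hours at 37 degrees C. The cells were HepG2 CAGA-GFP in 1% FBS DMEM, stimulated with 500 pg/mL TGF-beta after compound addition. %Activity was normalised to no-cell wells (complete cell-killing) and DMSO (no toxicity), and curves were fitted and classified.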
HT1080 IDH1KD tx = kills HT-1080 cells with IDH1 knockdown | 360,000 compounds, 2% hits | AID 686971 | HT-1080 IDH1 knockdown viability, ATP luminescence, 48 h | Potency, µM (titrated, usually from 46.1 µM), for the others: top-dose activity, negative = toxicity, most hits filed as cytotoxic;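 further: potency means the concentration at half of the fitted maximal effect; 0% = DMSO wells and -100% = cell-free medium wells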
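Luminescent ATP read-out (CellTiter-Glo, 10 min at room temperature) after 48 h compound exposure at 37 °C gave viability of IDH1-knockdown HT-1080 cells. Activity was normalised to DMSO and cell-free wells, then fitted as concentration-response curves.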
HT1080-NT tox = kills 2HG-producing HT-1080-NT fibrosarcoma cells | HT-1080-NT fibrosarcoma viability, CellTiter-Glo ATP luminescence, 48 h | Potency, µM (doses to about 46.1 µM), without a hit: at the highest dose activity, negative = less viability, hits mostly cytotoxic | 360,000 compounds, 1.6% hits;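 further: NT is the 2HG producing partner of a matched IDH1 knockdown line; potency means the concentration at half of the fitted maximal effect; 0% = DMSO-treated cells and -100% = media-only wells without cells; nearly all actives have a fitted effect of over 55% in size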
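Viability of the 2HG-overproducing fibrosarcoma line after 48 hours of compound exposure at 37 degrees C was determined by luminescence with CellTiter-Glo, and concentration-effect curves were then fitted and categorized.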
SW480 rerep = inducers of DNA re-replication in SW480 colon cancer cells. 340,000 compounds, 1.8% hits. SW480 DNA re-replication, Hoechst DNA content imaging, 48 h. Potency, µM (top dose mostly 46.1 µM), without a hit: at the highest dose re-replication activation, hits mostly activators. AID 624297; further: potency means the concentration at half of the fitted maximal effect; % of control where 0% means no effect; nearly all actives have a fitted effect of over 55% in size
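250 cells/well; 23 nL cpd via pin tool; 48 hr, 37 C, 5% CO2; Hoechst 40 min; imager read of total nuclear intensity, ex 405/em 500-530 nm.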
IL1B secr inh = inflammasome signaling inhibition, IL-1 beta readout | activity change, % at 57.5 µM | 360,000 compounds, 4.7% hits | THP-1 LPS/ATP IL-1B secretion, AlphaLISA, 16 h; hits give low values; in the data active means activity change below about -50%; inconclusive means mostly about -30% to -49%; further: on the % scale 0 is the no-effect control and ±100 the full control effect
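THP-1 cells pretreated 1 hr with compounds (up to 57.5 uM final), then stimulated with LPS (250 ng/mL final) plus ATP (1.25 mM final); secreted IL-1B measured by AlphaLISA after 16 hr, decreased signal indicating inhibition.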
The depositor's hits bear a star; i = inactive; ? = inconclusive; nt = not tested or not shown; & = joins results of further samples; [ ] = another dose, or the depositor's remark. Unless noted, the call rests on the fitted dose curve; in most records, active means well fitted curve in the direction sought with a large enough effect; inconclusive means small, poorly fitted or top-dose-only effect, or another doubt; inactive means no such curve, though single readings can be large; an effect the other way counts as inactive or inconclusive.

The line under a structure holds: MCF10A rerep | KB-3-1 cytotox | ATXN2 expr inh | ATXN viability | HepG2 tox | HT1080 IDH1KD tx | HT1080-NT tox | SW480 rerep | IL1B secr inh
- O=C(CSc1ncccn1)Nc1ccc(S(=O)(=O)N2CCCCC2)cc1
→ -19% | 3% | 4% | i | -6% | 0% | 0% | 1%[9.22 µM] | -3
- CCn1ccnc1CN(C)C(=O)c1cc(COc2ccc(OC)c3ccccc23)on1
→ 0% | -15% | -4% | i | -45% | ? | -25% | 2% | -16
- O=C(N/N=C/c1cccs1)c1n[nH]c2c1CCC2
→ 8.2µM* | 5.8µM* | ? | ? | 0% | 6.5µM* | 7.3µM* | 12µM* | 25
- CC(NC(=O)c1ccccc1)C(=O)NNC(=O)c1ccccc1Cl (configuration not stated)
→ 10% | 1% | nt | ? | 4% | 11% | 1% | -2% | 8
- O=C(Nc1nnc(S(=O)(=O)Nc2ccccc2)s1)c1ccccc1Cl
→ 1% | -1%&1% | 7% | i | 0%&-16% | 1% | -4% | -5% | -15
- OCC[C@H]1C[C@@H](O)[C@H](O)[C@]2(OCCc3ccccc32)O1
→ -42%[inhibitor] | 2% | 3% | i | 5% | 0% | 0% | -5% | 33
- COc1ccc(C2C(C(C)=O)=C(O)C(=O)N2c2nccs2)c(OC)c1 (configuration not stated)
→ 3% | 1% | nt | i | 20% | -2% | 10% | 21µM* | 7
- Cc1ccc(C(=O)C2CCN(CC(=O)NC3CCCCC3)CC2)cc1
→ 3% | 0% | -25% | i | -24% | -27% | -18% | 6% | -18
- O=C(OCc1cccc(F)c1)c1ccc2c(c1)-c1ccccc1C2=O
→ 22% | 0% | 71%[activator] | i | 2% | 12% | 0% | 0% | 0
- O=C(COc1ccc(Cl)cc1)OCc1ccc(Cl)cc1
→ -13% | 1% | 9% | i | 18% | 10% | 1% | -12% | 15
- CC(=O)Nc1ccc(Nc2ncnc3sc4c(c23)CCCC4)cc1
→ nt | 0% | 10% | i | -36% | nt | nt | nt | nt
- Cc1cc(-c2nnc(SCC(=O)Nc3ccc(Cl)cn3)n2N)n[nH]1
→ -4% | -2% | -9% | i | -8% | 9% | 19% | 6% | 59
- CC(=O)NNC(=O)c1sc(=S)n2c1[nH]c(=O)c1sccc12
→ 1% | -1% | -15% | nt | 4% | 22% | 10% | -9% | -7
- Cc1ccc(NC(=O)CSCC(=O)N(C)Cc2ccc(Cl)c(Cl)c2)cc1
→ 2% | 2% | -6% | i | -3% | 1% | -10% | -5% | -14
- COC(=O)[C@@]12C[C@@H](CC(=O)NCc3cccs3)C(=O)N(CCc3ccc(OC)c(OC)c3)C1=CCC(C)(C)C2
→ nt | -14% | nt | nt | nt | -16% | -16% | nt | ?
- O=C(O)c1ccc(OC2CSC2)cc1
→ -5% | 19% | 3% | i | 6% | 14% | 10% | -2% | 0
- COc1ccc(-c2csc(-c3c(N)c(C(=O)c4ccc(OC)c(OC)c4)n4ccccc34)n2)cc1
→ nt | -8% | 10% | i | 2% | nt | nt | nt | nt
- Cc1ccc(-n2c(C)n[nH]c2=S)cc1
→ 1% | 17% | 17% | i | -4% | -1% | 21% | 4% | 15
- Cc1ccc(C)c(S(=O)(=O)N2CCCC2CNC(=O)C(=O)NCc2ccco2)c1 (configuration not stated)
→ 3% | 16% | -3% | i | -31% | -1% | 0% | 0% | -6
- CCCCC#Cc1ccc2c(c1)COc1c3ccccc3nn1-2
→ 11% | 4% | 127%[activator] | i | 8% | 7% | 8% | -52%[inhibitor][9.22 µM] | 4
- CCOC(=O)c1c(C)nn(Cc2cccc(Cl)c2)c1N
→ 1% | -14% | -8% | i | -14% | 6% | -15% | -6% | 5
- CCN(C[C@H]1N[C@@](C)(C(=O)OC)[C@H]2C(=O)N(C)C(=O)[C@@H]12)S(=O)(=O)c1ccc(OC(F)(F)F)cc1
→ 11% | 16% | 3% | i | -11% | 8% | 5% | 20% | 20
- CCO[C@@H]1OC(C(N)=O)=C[C@H](c2cn(C(C)=O)c3ccccc23)[C@H]1CCCO
→ -17% | 8% | 8% | i | -2% | 0% | 8% | -23% | 0
- COc1cc(O)oc1C=Nc1ccccc1
→ 10% | 10% | -31% | i | 9% | 13% | 24% | 2% | 15
- c1ccc(-c2csc3ncnc(N4CCOCC4)c23)cc1
→ 10% | -10% | -8% | i | 13% | -8% | -25% | -2% | 36
- COC(=O)Cc1c(C)c2c(O)cc(C)cc2oc1=O
→ 15% | 6% | 1% | nt | -10% | -1% | 3% | -7% | 5
- O=C(N/N=C/c1ccoc1)c1ccc([N+](=O)[O-])cc1
→ 2% | 0% | 8% | i | 3% | 2% | -9% | -3% | 29
- O=C(O)CSc1nc2c(c(=O)[nH]1)CCCC2
→ -19% | 2% | 2% | i | 5% | -3% | 16% | -4% | 29
- CCC1CCCCN1Cc1ccc(N)cc1 (configuration not stated)
→ -5% | -1% | -25% | i | -9% | 1% | -20% | -5% | 9
- COc1ccccc1OCCNC(=O)Nc1ccc(Br)cc1
→ -10% | -1% | -26% | i | 6% | -16% | -14% | -6% | -22
- COc1ccc(N2CCN(C(=O)CCc3cc(OC)c(OC)c(OC)c3)CC2)cc1
→ 0% | 7% | nt | i | -19% | 16% | 0% | 37% | 13
- Cc1ccc2nc(SCC(=O)NCc3ccco3)c(C)cc2c1
→ 29% | -18% | -7% | i | -7% | -21% | -1% | 10% | -26
- CC(C)Cc1nc2sc3c(=O)[nH]cnc3c2c2c1CCC2
→ 6% | -2% | 0% | i | -16% | -6% | -5% | -6% | 13
- CC1=C2C3OC(=O)C(C)C3CCC2(C)C=CC1=NO (configuration not stated)
→ 0% | 2% | 0% | i | 3% | 0% | 0% | -4% | 2
- Cn1cccc1Cc1nnc(SCC(=O)NCCc2ccccc2)n1C
→ -1% | 2% | 18% | i | -1% | 7% | 9% | -7% | -6
- CC(=O)c1cnc2c(-c3ccccc3)cnn2c1C
→ 16% | ? | 53%[activator] | ? | -22% | 12% | 18% | -2% | 17
- COc1ccccc1N1CCN(c2ccc3c(c2)S(=O)(=O)c2cccc(C(=O)NCC4CC4)c2C3=O)CC1
→ nt | -13% | -22% | ? | 3% | -9% | -6% | nt | -14
- CCCCCc1c(C)nc(N2CCOCC2)[nH]c1=O
→ 1% | -19% | -5% | ? | -2% | -2% | 10% | -21% | 7
- CCCS(=O)c1nc(C)cc(C)c1S(C)(=O)=O (configuration not stated)
→ -7% | -16% | 8% | i | 1% | 16% | 2% | 5% | 3
- CC(=O)Nc1ccc(-c2ccnc3c2CC(C(=O)Nc2ccccc2)O3)cc1 (configuration not stated)
→ nt | 21µM* | -14% | ? | 4% | 18µM* | ? | nt | -26
- Cn1c(=O)c2c(nc(Oc3ccc(F)cc3)n2Cc2ccc(F)cc2)n(C)c1=O
→ nt | 2% | -7% | i | 2% | nt | nt | nt | nt
- CCNC(=O)NC(=O)COC(=O)CCCSc1nc2ccccc2[nH]1
→ -1% | 10% | 27% | i | 0% | 21% | 2% | -3% | -5
- O=C(CSc1nnc(C2COc3ccccc3O2)o1)N1CCCC1 (configuration not stated)
→ -1% | 11% | 34%[activator] | i | 1% | 18% | 24% | -4% | -1
- CCOc1ccc(CCNC(=O)c2cc3sccc3n2CC)cc1OCC
→ 21% | ? | ? | ? | -7%&-26% | -1% | -9% | 3% | -24
- COc1ccc(-c2cc(Nc3ccccc3NC(=O)C(F)(F)F)n(CCC#N)n2)cc1
→ -1% | 7% | 7% | i | -3% | 3% | 6% | -2% | 0
- COc1cc(C(=O)Nc2cccc(C)n2)ccc1OCC(=O)N1CCOCC1
→ -4% | 5% | 0% | i | 0% | 7% | -3% | 10% | -10
- COc1cc(/C=N/N=C2/NC(=O)C(c3ccccc3)S2)ccc1O (configuration not stated)
→ 15% | -26% | 8% | i | -2% | -1% | 0% | 2% | -12
- CCc1ncc(CO)n1Cc1cccc2ccccc12
→ nt | -8% | nt | ? | -5% | -9% | 0% | nt | 26
- CCOCCCNC(=O)c1cn(CC)c2ccc(S(=O)(=O)N3CCC(C)CC3)cc2c1=O
→ nt | -3% | -26% | i | 15% | 14% | 0% | nt | 0
- CN1CCN(CCC(=O)N/N=C/c2cc([N+](=O)[O-])ccc2OC(F)F)CC1
→ -2% | 8% | -16% | ? | 1% | 4% | -3% | -16% | 11
- COc1ccc(CC(=O)NC2=NCCS2)cc1
→ 6% | 8% | 7% | ? | 8% | 11% | 14% | -3% | 8
- CCN1CCCC1CNC(=O)c1ccc(Sc2ccccc2Cl)c([N+](=O)[O-])c1 (configuration not stated)
→ ? | -15% | 7% | i | -21% | ? | 26µM* | -5% | -50*
- COC(=O)c1cc(C(=O)c2cc(Cl)ccc2O)coc1=N
→ 0% | 30% | -23% | i | 0% | -5% | -8% | 0% | 26
- CCn1c(C)cc2c(c1=O)C(c1ccc3c(c1)OCO3)C(C#N)=C(N)O2 (configuration not stated)
→ -4% | -3% | -27% | i | -34% | -2% | 2% | -9% | ?
- O=C(CC12CC3CC(CC(C3)C1)C2)NCO
→ 0% | -14% | 0% | i | 0% | 10% | 2% | 1% | 3
- CC(=O)NNC(=O)c1ccncc1
→ 6% | 3% | -4% | i | 7% | 5% | 0% | -11% | 18
- CC(C)c1ccc(S(=O)(=O)Nc2ccc3oc4c(c3c2)C(=O)CC(C)(C)C4)cc1
→ nt | ? | 11% | i | -3% | nt | nt | nt | nt
- CC(c1ccco1)N(C(=O)c1ccc(C(F)(F)F)cc1)c1ccccn1 (configuration not stated)
→ 2% | 1% | -16% | i | 8% | 6% | 2% | 0% | -2
- Cc1ccc(NC(=O)c2ccco2)c(NC(=O)CN2C(=O)c3ccccc3C2=O)c1
→ -8% | 10% | -3% | i | 4% | 7% | 2% | 1% | -5
- CCOCCCNC(=O)c1ccc(C2SCC(=O)N2Cc2ccccc2)cc1 (configuration not stated)
→ 2% | -11% | 2% | i | 6% | 1% | -3% | -2% | 19
